# Screening results from PubChem BioAssay.
# PDI turbidity: blocks human protein disulfide isomerase activity; P07237; PDI insulin aggregation turbidity, A650, 90 min; inhibition, % at 10 µM; 350,000 compounds, 0.052% hits;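 active = mean inhibition across replicates of 30% or more, whatever share of single replicates reach that level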;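 note: absorbance from insulin aggregation driven by PDI reduction with DTT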
# Target sequence (P07237 whole entry, looked up): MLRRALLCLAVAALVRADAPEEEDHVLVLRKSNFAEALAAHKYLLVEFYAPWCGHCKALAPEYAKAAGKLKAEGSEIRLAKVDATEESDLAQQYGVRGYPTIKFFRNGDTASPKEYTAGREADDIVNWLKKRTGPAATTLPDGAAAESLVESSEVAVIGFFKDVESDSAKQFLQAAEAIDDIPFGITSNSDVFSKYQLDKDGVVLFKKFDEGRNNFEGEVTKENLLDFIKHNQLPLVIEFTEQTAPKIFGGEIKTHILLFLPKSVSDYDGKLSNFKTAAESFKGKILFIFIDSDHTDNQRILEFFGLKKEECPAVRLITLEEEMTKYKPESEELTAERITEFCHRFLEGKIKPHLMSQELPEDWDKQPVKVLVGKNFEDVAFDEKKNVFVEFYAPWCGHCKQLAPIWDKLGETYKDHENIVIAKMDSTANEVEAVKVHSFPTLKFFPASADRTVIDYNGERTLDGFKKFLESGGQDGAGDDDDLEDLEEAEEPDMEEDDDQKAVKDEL
# NR2E3 ag-1: NR2E3 (human) agonism | Q9Y5X4 | GST-NR2E3/biotin-RetCOR TR-FRET, 1536-well | inhibition of corepressor binding, % at 4.78 µM | 320,000 compounds, 0.12% hits | AID 2300;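 active = percent inhibition above the cutoff of mean plus 3 SD of all tested compounds, set per screening campaign, cut at about 20% in these data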;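 note: 0% = DMSO wells and 100% = biotin wells as full block of FRET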
# Target sequence (Q9Y5X4 whole entry, looked up): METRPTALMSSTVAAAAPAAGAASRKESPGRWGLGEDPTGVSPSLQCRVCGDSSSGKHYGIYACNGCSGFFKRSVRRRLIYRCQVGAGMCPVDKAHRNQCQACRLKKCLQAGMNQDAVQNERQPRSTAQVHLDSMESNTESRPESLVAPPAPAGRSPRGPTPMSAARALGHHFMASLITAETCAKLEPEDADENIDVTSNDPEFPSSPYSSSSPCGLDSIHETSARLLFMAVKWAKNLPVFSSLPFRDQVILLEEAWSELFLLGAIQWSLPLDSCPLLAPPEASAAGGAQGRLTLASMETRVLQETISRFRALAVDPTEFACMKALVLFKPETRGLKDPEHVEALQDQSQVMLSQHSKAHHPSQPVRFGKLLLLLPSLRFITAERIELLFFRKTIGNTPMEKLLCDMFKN
#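 Test system: GST-NR2E3 and biotin-RetCOR proteins | Quantity: 1.35 nM GST-tagged NR2E3 final | Medium: Tris pH 7.5 | Also added: 7 nM biotin-RetCOR | Dosing: Compound at 4.8 µM, single dose | Timing: 5 h at 4 °C | Detection: Time-resolved FRET | Read-out basis: Percent inhibition | Benchmarks: Biotin wells as high control, 0.6% DMSO wells as low control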
# MITF TRPM1 inh: reduces MITF-dependent TRPM1 promoter luciferase signal; inhibition, % at 12.5 µM; 330,000 compounds, 0.83% hits; SK-MEL-5 TRPM1 promoter luciferase, 24 h;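 active = mean inhibition across replicates of 60% or more, whatever share of single replicates reaches that level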; note: values of inactives mirror those of a sister screen read the other way
# Peg3 promoter: inhibitors of Peg3 promoter. HeLa PEG-Prom luciferase reporter, luminescence, overnight. inhibition, % at 20 µM. 360,000 compounds, 1.7% hits. AID 588405;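 active = inhibition of at least 50% at 20 µM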
# HIF-2a inh: blocks HIF-2a reporter activity; 786-0 RCC cells HIF-2a reporter, luciferase luminescence, overnight; inhibition, % at 18.8 µM; 360,000 compounds, 0.72% hits; AID 624352;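 active = inhibition of the luminescence signal of 40% or more relative to plate controls, in a single-dose primary screen at 18.75 µM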
# CaV13 ICDI inh: Primary screen for inhibitors of IQ motif and Ca2+-dependent inactivation inhibitor domain binding in CACNA1D, Förster resonance energy transfer in living cells, … | HEK cells, CFP/YFP FRET ICDI-IQ, plate reader, 10 min; percent FRET-ratio fall versus neutral wells | inhibition, % at 12.3 µM | 340,000 compounds, 0.098% hits | AID 743397;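 active = mean replicate inhibition of at least 30% and at least 1% of replicates passing that level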;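 note: 0% = median of the neutral control wells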
# KKLEB cytotox: CF airway cell cytotoxicity counter-screen. KKLEB CF airway cells viability, ATPlite luminescence, overnight; stronger effect = lower value; cells stimulated with P. aeruginosa culture filtrate. activity change (cytotoxicity), % at 5 µM. 360,000 compounds, 0.36% hits;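 active = corrected activity change at or below -50% at 5 µM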
# Shn3 3UTR inh: inhibitors of Schnurri-3 3'UTR reporter in osteoblasts; Clone20 osteoblast Shn3 3'UTR firefly luciferase, 24 h; inhibition, % at 12.5 µM; 360,000 compounds, 0.52% hits; AID 588674;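 active = mean inhibition of at least 75% with every replicate also reaching 75%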;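 note: 0% = median of neutral control wells and 100% = pilot-screen positive control compound; some compounds past the cut are filed as inactive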
# CF NFkB inh: blocks PAF-induced NF-kB reporter in cystic fibrosis cells | KKLEB NF-kB-GFP reporter, GFP fluorescence overnight | inhibition, % at 5 µM | 360,000 compounds, 0.86% hits | AID 588850;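 active = at least 50% inhibition at 5 µM, scaled per plate between neutral and stimulator controls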;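 note: PAF is a Pseudomonas aeruginosa culture filtrate used as stimulus; plate controls were PAF-stimulated DMSO wells for no effect and unstimulated DMSO wells for full effect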
# NR2E3 ag-2: activates human NR2E3 receptor; Q9Y5X4; CHO-S Gal4-NCOR/VP16-NR2E3 two-hybrid, luciferase; inhibition of corepressor binding, % at 3.98 µM; 360,000 compounds, 0.35% hits; AID 602229;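 active = inhibition above the mean of all tested compounds plus 3 SD, cut at about 70% in these data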;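 note: 0% = DMSO with NR2E3 transfected cells and 100% = cells lacking NR2E3 construct; higher means lower luciferase signal from less NR2E3 corepressor binding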
# Vif imaging: HIV Vif inhibition. 340,000 compounds, 0.35% hits. HEK293T cells, Vif self-association by quenched fluorescence, imaging, 24 h. inhibition, % at 7.49 µM; in the data active = inhibition above about 50%, passing the limit was not always enough; note: some results filed as inactive read as strong as hits
# The depositor's hits bear a star; nt = no result given.
SMILES,PDI turbidity,NR2E3 ag-1,MITF TRPM1 inh,Peg3 promoter,HIF-2a inh,CaV13 ICDI inh,KKLEB cytotox,Shn3 3UTR inh,CF NFkB inh,NR2E3 ag-2,Vif imaging
Cc1ccc(C)c(NC(=O)CS(=O)(=O)c2c[nH]c3ccccc23)c1,-4,3,1,17,13,-4,-6,-6,-5,-23,10
Cc1ccccc1CNC(=O)C1CCC(=O)N(C2CC2)C1 (configuration not stated),1,3,-7,-16,-14,-4,1,10,-4,-28,-5
O=C(NC1CCCCC1)N1CCc2[nH]c3ccccc3c2C1,-5,1,-1,-13,-24,nt,7,9,-1,4,-5
O=C(Oc1ccc(OC(=O)C2CCC2)cc1)C1CCC1,1,0,11,-21,-2,-3,10,26,0,-20,nt
Nc1ccccc1Nc1cc(-c2ccccc2)nn1-c1ccccc1,1,8,-11,-70,-104,-2,4,-7,-4,-8,2
COc1ccc(/C=N/N=C2/NC(=O)C(CC(=O)O)S2)cc1OCc1ccccc1Cl (configuration not stated),-1,-1,10,-7,5,-5,3,-17,-8,-2,-2
CN(C(=O)CSc1nnc(C2CC2)n1-c1ccccc1)C1CCS(=O)(=O)C1 (configuration not stated),-18,5,-8,-7,2,-5,-5,-12,-14,-10,0
CCC(=O)NC(=S)Nc1cccc(NC(=O)c2ccco2)c1,1,0,1,3,1,-4,-1,10,-6,3,18
O=S(=O)(c1ccccc1)[C@@]1(c2ccccc2)C[C@@H]2ON=C(c3cccc(-c4ccccc4)c3)[C@@H]2C1,-4,2,0,21,16,-11,10,21,7,6,-7
CCc1cc2c(SCC(=O)NCC3CCCO3)ncnc2s1 (configuration not stated),1,0,-6,11,3,-7,-6,-11,-11,-45,3
Cc1cc(C)c(C)c(OCCOCCN2CCN(C)CC2)c1,-3,0,8,20,13,-3,-1,27,-9,-6,16
CCc1nc2c(OCc3ccc(F)cc3)cccn2c1N(C)C(=O)c1ccncc1,1,nt,nt,5,3,-7,11,-7,5,21,4
COc1cccc(CN2C(=O)CCC2(C)C(=O)NC2CCCCC2)c1 (configuration not stated),-3,1,nt,6,10,-8,-3,-2,-20,4,18
CCn1c(=O)c2sccc2n2c(CCCC(=O)NCCc3ccc(S(N)(=O)=O)cc3)nnc12,1,-2,4,3,4,-3,-5,-16,9,-9,-3
O/C=c1\ccc2cccc3nc(C(F)(F)F)nc1c23,-2,-1,15,22,14,-5,6,3,-17,-12,11
COc1ccc(CNC(=S)Nc2ccccc2F)cc1,-7,0,6,-29,-58,-10,1,-52,3,-24,-12
COc1ccc(NC(=O)CN2C(=O)COc3ccc(S(=O)(=O)N4CCOCC4)cc32)cc1,-1,-2,-16,14,-1,-2,0,3,7,-39,-3
COc1ccccc1C(=O)Nc1ccc(-c2nnn(CC(=O)NCc3ccco3)n2)cc1,-7,-10,-11,-25,-21,-3,-9,-9,42,-18,2
CCOC(=O)C1CCCN(C(=O)c2ccc3ncsc3c2)C1 (configuration not stated),-4,nt,4,16,17,-5,-15,-1,16,-4,-24
Cc1cc(C)c(C(=O)CN2C(=O)C(=O)N(C3CCCC3)C2=O)cc1C,6,4,-1,-53,-77,-5,6,-13,-2,-14,0
COc1ccc(NC(=O)c2ccc(CN3CCc4ccccc4C3)cc2)cc1OC,-1,2,5,-3,-11,-20,0,14,-8,-24,7
O=C(NC1CCCC1)C(c1ccncc1)N(C(=O)Cc1cccs1)c1cccc(F)c1 (configuration not stated),12,4,-18,13,16,-4,-2,2,-2,-19,15
N#Cc1sc(NCc2ccccc2)nc1Cl,-3,2,-3,-59,-45,-3,10,-38,-16,0,-3
CC(C)CCNC(=O)COC(=O)/C=C/c1ccc2ccccc2n1,4,-1,-5,8,-4,-2,-8,-48,22,-25,9
NC(=O)CN1C(=O)NC2(CCOc3ccccc32)C1=O (configuration not stated),-11,-4,8,1,15,-4,-2,7,11,-4,-20
COc1ccc(CNC(=S)Nc2cccc(C)c2C)cc1,-9,-1,2,-6,-9,nt,20,1,-8,2,6
O=C(Nc1ccc(Br)cc1)C1CC(O)CN1C(=O)OCc1ccccc1 (configuration not stated),-4,0,10,11,10,-3,-4,15,-3,-2,6
COc1ccccc1CN(C)C(=O)c1ccc(S(=O)(=O)Nc2c(C)n(C)n(-c3ccccc3)c2=O)cc1,7,nt,6,17,6,-17,0,-6,-4,-9,1
CC(=O)/C(=N\Nc1ccc(Cl)cc1Cl)Sc1nnc(-c2ccccc2)n1-c1ccccc1,-2,2,-2,-1,16,-9,-20,29,10,-6,-18
C1CNCCOCCNCCN1,3,0,1,8,12,-2,3,-1,5,-3,26
COc1ccc(CNC(=O)C(C#N)c2nc3ccccc3nc2N2CCCC2)cc1 (configuration not stated),2,0,4,12,33,nt,12,-3,10,20,-2
CCC1CCCCN1C(=O)CSc1nc2c(cnn2-c2ccc(C)cc2)c(=O)[nH]1 (configuration not stated),nt,-2,3,24,19,-9,1,13,-21,3,2
O=C(COC(=O)c1cc(-c2cccs2)nn1-c1ccccc1)Nc1ccc(F)c([N+](=O)[O-])c1,6,3,7,1,8,-5,-2,5,-7,6,4
COc1ccc(-n2nc(C(=O)NCC(=O)NCC3CCCO3)c3ccccc3c2=O)cc1 (configuration not stated),0,3,6,24,19,nt,-1,2,16,-6,-3
COc1ccc(-c2nc(CSCC(=O)NCc3ccc4c(c3)OCO4)c(C)o2)cc1OC,nt,1,1,9,12,-3,12,-4,-6,-35,-12
O=C(CN1C(=O)NC2(CCCc3ccccc32)C1=O)Nc1cc(F)ccc1F (configuration not stated),-4,2,10,-2,-8,-2,13,12,-20,4,-6
O=C(CSc1ccc(-c2ccc(-n3cccn3)cc2)nn1)Nc1ccccc1F,15,-1,-77,-125,-82,-5,-4,-58,-16,11,12
Cc1cc(C2C(C#N)=C(N)OC3=C2C(=O)CC(C)(C)C3)c(C)s1 (configuration not stated),2,-1,2,14,25,-5,-2,-7,14,2,5
Nc1nonc1-n1nnc(C(=O)N/N=C/c2cccc(F)c2)c1-c1ccc2c(c1)OCO2,2,-4,-1,9,10,-13,-11,8,7,-34,0
O=C(N/N=C/c1ccc(O)cc1O)c1ccc(NC(=O)C2CCCCC2)cc1,-3,3,67*,62*,9,nt,-12,50,34,7,5
O=C(COC(=O)c1cccc(S(=O)(=O)N2CCN(c3ccc(F)cc3)CC2)c1)NCC1CCCO1 (configuration not stated),4,4,1,22,21,-3,-6,2,-3,-12,-5
COC(=O)c1ccc(NS(=O)(=O)c2ccc3c(c2)oc(=O)n3C)cc1,nt,3,nt,2,4,-2,-14,-5,-2,-1,-4
Cc1cc(C)cc(NC(=O)CCNS(=O)(=O)c2ccc3c(c2)oc(=O)n3C)c1,7,1,10,9,12,-6,-6,-28,0,0,-7
CC(=O)c1cccc(NC(=O)c2cccc3c(-c4cnn(C)c4)coc23)c1,-3,nt,nt,58*,-39,-10,4,11,-30,-63,-3
CC(C)(C)NC(=O)C(c1ccncc1)N(C(=O)c1csnn1)C1CC1 (configuration not stated),4,-1,4,7,17,-4,-2,-13,6,-11,-1

# Marked active in MITF TRPM1 inh (from the list above):
smiles	PDI turbidity	NR2E3 ag-1	MITF TRPM1 inh	Peg3 promoter	HIF-2a inh	CaV13 ICDI inh	Shn3 3UTR inh	CF NFkB inh	NR2E3 ag-2	Vif imaging
O=C(N/N=C/c1ccc(O)cc1O)c1ccc(NC(=O)C2CCCCC2)cc1	-3	3	67*	62*	9	nt	50	34	7	5

# (listing goes on)
SMILES,PDI turbidity,NR2E3 ag-1,MITF TRPM1 inh,Peg3 promoter,HIF-2a inh,CaV13 ICDI inh,KKLEB cytotox,Shn3 3UTR inh,CF NFkB inh,NR2E3 ag-2,Vif imaging
CC1=NC(=O)C(N=Nc2ccccc2C(=O)O)N1c1ccccc1 (configuration not stated),-5,nt,11,-42,-141,-4,14,-15,-12,-105,-2
CCC(=O)N(CCc1ccccc1C)Cc1cc2cc3c(cc2[nH]c1=O)OCO3,-2,5,9,22,7,-7,-5,11,-3,12,1
N#Cc1c(-c2ccc(Br)cc2)nc2n(c1=O)CCCS2,6,6,4,-5,-35,-9,-21,-43,-23,12,nt
COc1ccc(NC(=O)CN(C)C(=O)c2cc(S(=O)(=O)N(C)C)ccc2N2CCCC2)cc1,-2,-4,7,5,9,-3,13,-15,9,5,-4
Cc1ccc(C(=O)N/C(=C/c2ccc(Cl)cc2)C(=O)Nc2cccc(C(=O)O)c2)cc1,17,-1,-1,-6,19,-17,-4,-20,6,9,5
CCNC(=O)N(C)c1nncnc1C(=O)NC,-5,nt,1,9,8,-4,0,21,2,-4,24
Cc1ccc(S(=O)(=O)C2CCOC2=O)cc1 (configuration not stated),-11,3,9,4,12,-6,-3,-8,4,13,nt
CC(/C=C/c1ccccc1)=N\Nc1ccccc1[N+](=O)[O-],-1,1,-43,-218,-115,-2,-11,-39,17,-18,15
COCCn1c(SCC(=O)Nc2ccc(Cl)cn2)nnc1-c1ccncc1,-3,3,-2,13,19,-2,0,9,21,-6,4
Cc1cc(C(=O)OCC(=O)N(C)c2c(N)n(Cc3ccccc3)c(=O)[nH]c2=O)c(C)n1-c1ccccc1,-3,3,-15,4,-3,-6,2,-23,-6,-15,3
Cc1ccc(C2CC(=O)N3CN(c4ccc(Br)cc4)CSC3=C2C#N)o1 (configuration not stated),4,4,-10,-3,-3,-4,-4,-6,3,-9,-3
COc1cc2sc(-c3ccccc3OC)c(-c3ccc(O)cc3)c2cc1OC,-12,nt,-5,37,3,-8,-40,1,36,-19,-8
CC1SCC(NC(=O)c2cccc(Cl)c2)CS1 (configuration not stated),-1,0,-3,-22,-37,-5,0,-49,3,-16,-1
Cc1csc(NC(=O)CSc2nc(=O)[nH]c3c2CCCC3)n1,-10,-4,6,-1,9,-4,-5,-5,0,-43,1
Cc1ncc(S(=O)(=O)c2ccccc2)c(-c2ccc(Cl)cc2Cl)n1,13,0,-12,9,26,nt,3,10,2,-35,4
O=C(CN1CCC(n2nnc3cc(C(F)(F)F)ccc32)CC1)Nc1ccc2c(c1)OCCO2,3,1,22,-79,28,-5,-4,32,-14,2,-11
Cc1ccccc1NC(=O)C1CC(Cl)=CCC1C(=O)O (configuration not stated),-3,-3,5,9,8,-5,18,8,0,-4,13
O=C(Cc1cccs1)N/N=C/C(Br)=C/c1ccccc1,-11,-1,-110,-216,-288,-8,7,12,-10,-146,-7
COc1ccc(NC(=O)CSc2ncccc2C(=O)OC(C)C)cc1OC,-3,3,30,-16,-17,-4,5,87*,6,36,-3
